DDE Tn6 FP inh – inhibitors of Tn6 peptide binding to human fibrin DD(E); P02675; Fibrin DD(E) TRITC-Tn6 fluorescence polarization displacement; inhibition, % at 8.3 µM; 0.21% of 370,000 active; AID 720509;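 active means inhibition above a per-campaign cutoff: mean of compounds within control limits plus 3 SD, cut at about 15% in these data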;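 further: 0% = median of all compound wells on the plate and 100% = blocking peptide control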
proKLK7 act – proKLK7 (human) activation, primary screen; P49862; purified proKLK7, EDANS-DABCYL substrate fluorescence; 100% is mature enzyme control, 0% vehicle; activation, % at 7 µM; 0.9% of 370,000 active;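 active means activation above the mean of all tested compounds plus 3 SD, computed per campaign excluding outliers beyond control limits, cut at about 13% in these data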
ADAM17 inh – inhibits human ADAM17 | AID 720648 | inhibition, % at 6.95 µM | P78536 | 0.83% of 370,000 active | recombinant ADAM17, EDANS/DABCYL FRET peptide cleavage;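 active means inhibition above the mean of compounds lying between control limits plus 3 SD, set per campaign, cut at about 8.5% in these data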;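 further: 0% = DMSO-only wells as the low control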
PLCg1 inh – blocks human PLC-gamma1 enzyme activity. purified PLC-gamma1, fluorogenic substrate, fluorescence. inhibition, % at 12.2 µM. 0.84% of 370,000 active. AID 720700; in the data active means inhibition above about 9.5%
Target sequence (P19174 whole entry, looked up): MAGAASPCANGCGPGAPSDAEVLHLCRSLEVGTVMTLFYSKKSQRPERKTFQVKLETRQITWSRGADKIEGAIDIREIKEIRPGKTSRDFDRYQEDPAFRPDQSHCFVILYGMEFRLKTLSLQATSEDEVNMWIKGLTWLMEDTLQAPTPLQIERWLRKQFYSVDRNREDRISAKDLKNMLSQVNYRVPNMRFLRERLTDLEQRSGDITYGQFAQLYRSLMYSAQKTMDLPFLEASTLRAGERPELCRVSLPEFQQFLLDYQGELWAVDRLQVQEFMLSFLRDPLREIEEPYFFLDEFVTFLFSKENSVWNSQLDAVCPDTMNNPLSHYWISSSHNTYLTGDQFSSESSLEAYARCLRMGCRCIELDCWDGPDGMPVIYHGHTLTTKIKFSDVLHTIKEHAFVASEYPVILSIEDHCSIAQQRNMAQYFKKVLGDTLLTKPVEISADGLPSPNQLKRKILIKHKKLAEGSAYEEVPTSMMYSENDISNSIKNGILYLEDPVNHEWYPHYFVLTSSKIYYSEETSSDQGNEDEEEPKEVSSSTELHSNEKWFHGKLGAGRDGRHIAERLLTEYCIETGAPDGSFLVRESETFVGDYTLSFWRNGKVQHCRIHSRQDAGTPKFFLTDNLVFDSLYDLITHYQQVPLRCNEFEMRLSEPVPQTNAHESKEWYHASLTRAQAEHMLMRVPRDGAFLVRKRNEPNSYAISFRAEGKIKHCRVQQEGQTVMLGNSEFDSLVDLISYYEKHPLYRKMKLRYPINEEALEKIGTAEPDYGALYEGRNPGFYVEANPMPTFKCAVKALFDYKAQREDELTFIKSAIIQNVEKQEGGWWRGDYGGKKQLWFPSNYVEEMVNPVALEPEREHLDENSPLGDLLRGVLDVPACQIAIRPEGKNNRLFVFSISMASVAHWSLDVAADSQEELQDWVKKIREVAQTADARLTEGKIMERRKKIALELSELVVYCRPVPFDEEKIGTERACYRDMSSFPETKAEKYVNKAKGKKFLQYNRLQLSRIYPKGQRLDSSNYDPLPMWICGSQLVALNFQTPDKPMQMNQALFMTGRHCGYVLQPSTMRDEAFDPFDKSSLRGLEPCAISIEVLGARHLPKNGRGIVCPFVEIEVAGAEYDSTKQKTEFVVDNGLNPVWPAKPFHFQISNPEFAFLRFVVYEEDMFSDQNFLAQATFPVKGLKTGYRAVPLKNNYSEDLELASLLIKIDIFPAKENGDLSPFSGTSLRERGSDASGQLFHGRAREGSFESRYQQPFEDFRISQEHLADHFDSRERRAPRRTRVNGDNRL
Tn7 DDE FP – DD(E)-Tn7 binding inhibition, primary FP screen; P02675; FP displacement of FITC-Tn7 peptide from fibrin DD(E); 0% = median of compound wells per plate; inhibition, % at 8.3 µM; 0.13% of 370,000 active;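 active means inhibition above the mean of compounds falling within the control limits plus 3 SD of them, cut at about 14% in these data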;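 further: 0% = plate median of compound wells and 100% = 10 µM Aha-Tn7 peptide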
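Assay system: Human clot-derived fibrin DD(E) complex | Buffer or medium: Tris/NaCl/CaCl2 buffer, pH 7.8 | Repeats: One replicate per compound | Benchmarks: Aha-Tn7 high control | Measure: % inhibition scaled between sample-field median and high-control FP | Schedule: 10 min plus 3 h, room temperature | Signal: Fluorescence polarization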
ASAP1 GAP inh – blocks human ASAP1-stimulated Arf1 GTP hydrolysis. Q9ULH1. GDP FP detection. inhibition, % at 16.5 µM. 0.19% of 360,000 active. AID 624377; in the data active means inhibition above about 25%;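 further: 0% = vehicle with enzyme and substrate and 100% = no enzyme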
ARFGAP1 inhibitor – rat ARFGAP1 inhibition | Arfgap1-stimulated ARF1 GTP hydrolysis, GDP FP detection | inhibition, % at 16.5 µM | Q62848 | 0.26% of 360,000 active;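 active means inhibition above a per-plate limit, mean inhibition of low control wells plus 3 SD, cut at about 25% in these data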;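 further: 0% = DMSO wells with enzyme and 100% = wells lacking Arfgap1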
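Material: rat Arfgap1 catalytic domain, aa 1-136; also added: human ARF1(Δ1-17)-GTP substrate; compound dosing: one concentration, 16.5 µM, DMSO 1.26%; incubation: GTP hydrolysis reaction 2 h at 25 °C; measured by: Tracer-displacement fluorescence polarization with EDTA stop, 620/688 nm; evaluation: % inhibition from polarization; repeats: one replicate per compound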
UHRF1 binding – blocks human UHRF1 binding to methylated DNA. Q96T88. UHRF1 binding to methylated oligo, TR-FRET. inhibition, % at 4.4 µM. 0.75% of 370,000 active; in the data active means inhibition above about 21%;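 further: UHRF1 SRA domain binding a hemimethylated CpG hairpin DNA probe; 0% = median of test compound wells and 100% = reference inhibitor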
PLCb3 inh – PLC-beta3 (human) inhibition, primary screen | inhibition, % at 12.2 µM | AID 720704 | Q01970 | Purified PLC-beta3, fluorogenic substrate, fluorescence | 0.18% of 370,000 active; in the data active means inhibition above about 11%;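 further: 0% = median of compound wells on plate and 100% = full blocker control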
MBD2 DNA inh – MBD2-methylated oligo binding inhibition. TR-FRET, MBD2 binding to methylated oligonucleotide. AID 686964. Q9UBB5. inhibition, % at 4.4 µM. 0.31% of 370,000 active; in the data active means inhibition above about 13%
Starred values were filed as active, the others as inactive; i = inactive; x = not tested or not shown.

SMILES	DDE Tn6 FP inh	proKLK7 act	ADAM17 inh	PLCg1 inh	Tn7 DDE FP	ASAP1 GAP inh	ARFGAP1 inhibitor	UHRF1 binding	PLCb3 inh	MBD2 DNA inh
Cc1ccc(-c2nnn(CC(=O)N(c3ccccc3)C(C(=O)NC3CCCC3)c3ccco3)n2)o1 (configuration not stated)	6	-0.5	1	6	-2	2	11	-1	-1	-6
O=C(NCCc1ccccc1Cl)[C@@H]1CCCN1C(=O)[C@@H](NS(=O)(=O)c1ccc(F)cc1F)c1ccccc1	0	-0.1	3	3	1	-7	-6	3	9	-3
COc1ccc(CNC(=O)N2CCN(c3ccc(F)cc3)CC2)cc1	-3	0.1	-4	3	4	4	-5	6	-7	3
C/C(CC(=O)Nc1ccc([N+](=O)[O-])cc1)=N\NC(=O)c1ccccc1[N+](=O)[O-]	4	-0.3	4	11*	-1	10	7	3	5	-4
O=C(Cc1ccsc1)N1CCc2c([nH]c3ccccc23)C1c1ccccn1 (configuration not stated)	-7	6.2	-40	-85	-4	9	3	-3	-113	9
COc1ccc(N2CCN(C(=O)c3ccccc3NC(=O)C3=C(C)OCCS3)CC2)cc1	-5	0.5	-3	1	2	-18	3	0	-4	0
C[C@H](NC(=O)c1ccccc1Cl)C(=O)OCc1cn2cc(Cl)ccc2n1	4	0.3	-3	-4	-2	-7	3	-1	-8	0
S=C(Nc1cccc2ccccc12)NN1CCCCCC1	4	-2.8	-8	-7	3	17	0	0	-18	6
COc1ccc(S(=O)(=O)N(C)CC(=O)NCC2CCCO2)cc1OC (configuration not stated)	-5	-0.4	2	0	0	1	-2	-1	-1	2
COC(=O)CCc1nc2cc(Cl)ccc2n(Cc2ccccc2)c1=O	-5	0.2	-5	-1	-4	6	7	1	-7	2
CCCC(=O)Nc1ccc(C(=O)NNC(=S)NC(=O)c2ccc(Br)o2)cc1	-2	-0.5	-1	-2	-3	8	-7	0	-1	0
CCn1c(N)c(C(=O)NCC2CCCO2)sc1=S (configuration not stated)	-5	-0.7	1	2	-4	-14	7	-3	5	-2
COc1cccc(C(NC(C)=O)c2ccc3cccnc3c2O)c1 (configuration not stated)	-2	-0.2	0	-11	-7	-13	-2	-7	-18	-3
O=C(Nc1ccc(Cl)cc1)c1ccsn1	1	0.1	-4	0	2	-14	-3	0	-3	-1
O=C(Nc1ccccc1)N(C1=NCCCCS1)c1ccccc1	-4	-0.1	-7	-1	3	-13	4	-2	3	3
O=C(NCc1ccco1)C1CC(c2ccccc2C(F)(F)F)=NO1 (configuration not stated)	-2	-0.5	-1	0	-8	2	-4	-1	-1	-4
CCCn1c(NC(=O)C23CC4CC(CC(O)(C4)C2)C3)nc2ccccc21	-5	0.6	0	6	-3	9	-2	21*	-8	8
COc1ccc(CNc2ccc(S(N)(=O)=O)cc2)c(OC)c1OC	11	0.1	-1	-7	12	-21	-3	-2	2	4
COc1ccc(NC(=O)CSc2nc(NS(=O)(=O)c3ccccc3)cc(=O)[nH]2)cc1	-5	-0.4	0	2	0	-4	-15	1	3	5
Cn1c(=O)c2cc(S(=O)(=O)NCCC(=O)Nc3ccccc3F)ccc2n(C)c1=O	-3	-0.3	-2	3	-11	7	-3	2	2	2
CC(NS(=O)(=O)c1ccc2c(c1)oc(=O)n2C)c1ccccc1 (configuration not stated)	3	-0.3	-1	-3	2	1	8	2	-2	-1
Cc1occc1C(=O)Nc1nnc(C(F)(F)F)s1	-8	-0.4	-1	2	2	0	7	0	-3	0
CN(CCCOC(=O)c1cc2ccccc2o1)C1CN(Cc2cn(Cc3ccccc3C(F)(F)F)nn2)S(=O)(=O)C1 (configuration not stated)	-2	0.1	-3	0	5	x	x	9	-4	2
COc1ccccc1/C=N/n1c(N)c(S(=O)(=O)c2cccs2)c2nc3ccccc3nc21	1	0.4	-3	0	3	14	7	-2	1	-6
Cc1ccc(CNC(=O)CC2Sc3ccccc3NC2=O)cc1 (configuration not stated)	0	0.5	1	3	8	16	5	8	6	2
COc1cc(/C=C/C(=O)/C=C(O)/C=C/c2ccc(O)c(OC)c2)ccc1O	-7	0.7	2	-87	-7	9	12	1	-127	0
O=C(COc1ccccc1Br)c1ccc2c(c1)OCO2	-1	-0.4	-1	-1	5	-3	-7	1	-11	6
O=C(COc1ccc2ccccc2c1Br)NNC(=O)Nc1ccccc1	8	1.0	1	1	-1	2	7	-6	3	-4
CSCCC(=O)N1C(C)CCCC1C(=O)O (configuration not stated)	-1	0.5	0	0	1	-3	1	-1	3	-2
Cc1cc(C)c(S(=O)(=O)N2CCOCC2)cc1NS(=O)(=O)c1cc(OCC(N)=O)c(C)cc1Cl	4	-0.2	-2	1	-4	-1	-9	-2	0	-4
CC(=O)Nc1ccc(S(=O)(=O)NCC(=O)OCC(=O)N2CCCc3ccccc32)cc1	7	0.5	2	0	-5	-1	2	-1	2	-2
CCOC(=O)Cn1c(S(=O)(=O)Cc2ccc(Cl)cc2)nc(-c2ccccc2)c1-c1ccccc1	1	0.0	-1	1	4	-4	7	0	2	2
O=C(Nc1cccc(F)c1)/C(=C\c1cccnc1)NC(=O)c1cccs1	0	0.1	0	-1	0	-9	-1	-2	2	3
CC(C)(C=O)C1=CC(=O)c2ccccc2C1=O	-4	-3.9	3	-11	-13	17	3	6	-24	-7
CNC(=O)[C@@H]1CCC(=O)N1	5	0.2	-4	-1	-1	-6	3	-2	1	1
Cc1ccc(-n2nc(CN3CCOCC3)c(-c3ccccc3)c2N)cc1Cl	1	-0.6	0	-1	-5	4	8	-2	1	-3
CC1=C(C(=O)OC2CCCC2)C(c2coc3ccccc3c2=O)C2=C(CC(C)(C)CC2=O)N1 (configuration not stated)	-3	0.1	-1	1	-2	-6	9	-2	-8	-3
O=C(CN1C(=O)/C(=C\c2cccs2)SC1=S)Nc1cccc(C(=O)O)c1	-4	0.5	-2	2	-4	8	0	-2	-6	-5
CC(C)C[C@@H](CN1CCCC1CN1C(=S)NC[C@@H]1Cc1ccc(O)cc1)N1C[C@H](Cc2ccccc2)N(CC2CCCCCC2)C1=S (some centres not stated)	-9	-0.3	0	7	0	17	-3	-2	1	-2
O=C(CN1CCCCC1)Nc1ccc(NC(=O)c2ccccc2Cl)cc1Cl	0	0.8	4	4	-2	10	8	4	1	-3
O=C(CSc1nc(-c2ccccc2)cc(=O)[nH]1)Nc1ccccc1	2	0.0	-5	-3	5	1	-13	1	-4	2
Cc1cc(C)c(C)c(OCCN2CC(C)OC(C)C2)c1 (configuration not stated)	6	0.3	3	-1	-11	-3	-9	1	2	-4
O=C(O)CN1C(=O)/C(=C/c2ccsc2)SC1=S	-6	0.3	-2	0	-5	-4	-9	-7	0	1
CC(C)Cn1c(N)c(C(=O)CSc2nnc(-c3ccco3)n2C)c(=O)n(C)c1=O	7	-0.4	3	1	-3	19	-1	33*	-5	-1
O=C(O)Cn1ccnc1[N+](=O)[O-]	0	0.2	8	10*	8	-25	10	4	6	-3
COc1ccc(NC(=O)c2cc(CN3C(=O)c4ccccc4C3=O)ccc2OC)cn1	6	-0.6	-2	-3	-2	11	12	-5	-4	2
O=c1[nH]c2ccc(NC(=S)NCCc3ccccc3)cc2[nH]1	-9	0.5	-2	1	-4	-15	2	-2	-5	2
NS(=O)(=O)c1cc(C(=O)OCC(=O)Nc2ccc(N3CCCCC3)cc2)ccc1Cl	-11	0.1	2	1	1	4	-11	0	-4	-6
CCOc1ccc(NC(=O)c2ccc3[nH]c(=O)c(=O)[nH]c3c2)cc1	-8	-0.3	-4	0	5	20	0	-2	-8	2
C/C(CC(=O)Nc1ccccc1-c1ccccc1)=N\NC(=O)COc1ccc(C)cc1Br	-3	-0.6	4	5	-6	-9	-4	4	6	3
C/C(=N\NC(=O)c1ccc(C)cc1C)c1ccc(-n2ccnc2)cc1	-1	-0.1	0	1	-3	7	-5	-1	-1	-6
COc1cc2[nH]c3ccccc3c2cc1C	-1	0.3	0	1	-4	0	18	2	-1	1
Cc1ccccc1Cn1cnc2ccccc21	4	-0.2	-1	0	0	0	3	-1	3	2
Cc1ccc(OCCC(=O)OCC(=O)N2c3ccccc3CC2C)cc1 (configuration not stated)	-9	0.3	-3	0	-3	3	-5	1	0	-4
O=C(NCCC1=CCCCC1)C(c1ccccc1)c1ccccc1	-10	-0.4	3	4	-2	-2	-4	3	4	10
O=C(CNC(=O)c1ccc(Br)o1)Nc1ccc(N2CCCCCC2)cc1	4	0.9	4	0	3	5	13	0	-11	1
O=C(O)/C=C\C(=O)Nc1cccc(C(=O)Nc2cccc(O)c2)c1	3	0.0	-1	-4	3	-10	10	0	-2	-3
CN1CCCN(S(=O)(=O)c2ccc3c(c2)CCC(=O)N3)CC1	6	-0.2	-3	0	2	x	x	4	0	7
CCOc1ccc(C(C(=O)NC2CCCCC2)N(C(=O)Cc2cccs2)c2ccc(-n3cnnn3)c(OC)c2)cc1 (configuration not stated)	-1	0.6	2	1	3	3	0	0	7	0
CC(=O)NC12CC3CC(C1)CC(C(=O)N(C)CC(=O)Nc1cccc(F)c1)(C3)C2	9	0.1	1	0	4	0	3	-3	0	1

Molecules from the list above with a nitro group on carbon (2):
SMILES	DDE Tn6 FP inh	proKLK7 act	ADAM17 inh	PLCg1 inh	Tn7 DDE FP	ASAP1 GAP inh	ARFGAP1 inhibitor	UHRF1 binding	PLCb3 inh	MBD2 DNA inh
C/C(CC(=O)Nc1ccc([N+](=O)[O-])cc1)=N\NC(=O)c1ccccc1[N+](=O)[O-]	4	-0.3	4	11*	-1	10	7	3	5	-4
O=C(O)Cn1ccnc1[N+](=O)[O-]	0	0.2	8	10*	8	-25	10	4	6	-3

Next part.
SMILES	DDE Tn6 FP inh	proKLK7 act	ADAM17 inh	PLCg1 inh	Tn7 DDE FP	ASAP1 GAP inh	ARFGAP1 inhibitor	UHRF1 binding	PLCb3 inh	MBD2 DNA inh
O=S(=O)(c1cccc2nsnc12)N1CCN(c2ccccc2F)CC1	2	-0.4	1	2	-3	2	4	0	1	-3
Cn1c(SCC(=O)NC2CCCCC2)nnc1-c1ccccn1	5	-0.3	3	3	-5	4	-2	1	-1	-4
CC(OC(=O)CCN1C(=O)C2CC=CCC2C1=O)C(=O)Nc1cccc(Cl)c1 (configuration not stated)	0	-0.5	3	7	-3	-6	8	3	2	-1
CC(=O)c1cccc(NC(=O)CN(C2CCCCC2)S(C)(=O)=O)c1	3	0.3	1	7	5	-6	0	1	6	0
COc1ccc(S(=O)(=O)NCCC(=O)N2CCCN(C)CC2)cc1	-4	-0.7	-2	6	-2	1	-3	1	0	2
CC(=O)c1ccc(-c2ccc(C(=O)NCC3CCCO3)o2)cc1 (configuration not stated)	-5	29*	i	-408	-1	5	5	0	-497	-3

A run of entries from the list above, as a working copy:
SMILES	DDE Tn6 FP inh	proKLK7 act	ADAM17 inh	PLCg1 inh	Tn7 DDE FP	ASAP1 GAP inh	ARFGAP1 inhibitor	UHRF1 binding	PLCb3 inh	MBD2 DNA inh
O=C(COc1ccc2ccccc2c1Br)NNC(=O)Nc1ccccc1	8	1.0	1	1	-1	2	7	-6	3	-4
CSCCC(=O)N1C(C)CCCC1C(=O)O (configuration not stated)	-1	0.5	0	0	1	-3	1	-1	3	-2
